# Phagocyt inh = macrophage phagocytosis inhibition | J774A.1 macrophage IgG-bead phagocytosis, imaging | inhibition, % at 5 µM | hit rate 0.07% among 110,000 | AID 1029;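 active = inhibition above the mean of the plate negative controls plus 5 SD, cut at about 13% in these data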;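 note: phagocytic index as fraction of beads internalized from green versus red external bead signal; plate controls were DMSO negative control for no effect and cytochalasin-D positive control for full effect; some results beyond the cut were filed as inactive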
# NPY Y2 blocker = antagonists of human neuropeptide Y receptor Y2; P49146; AID 793; hit rate 0.99% among 140,000; NPY-Y2 expressing cells, antagonist mode; inhibition, % at 2.7 µM; in the data active = inhibition above about 17%;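 note: 0% = vehicle with agonist challenge and 100% = reference antagonist with challenge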
# Target sequence (P49146 whole entry, looked up): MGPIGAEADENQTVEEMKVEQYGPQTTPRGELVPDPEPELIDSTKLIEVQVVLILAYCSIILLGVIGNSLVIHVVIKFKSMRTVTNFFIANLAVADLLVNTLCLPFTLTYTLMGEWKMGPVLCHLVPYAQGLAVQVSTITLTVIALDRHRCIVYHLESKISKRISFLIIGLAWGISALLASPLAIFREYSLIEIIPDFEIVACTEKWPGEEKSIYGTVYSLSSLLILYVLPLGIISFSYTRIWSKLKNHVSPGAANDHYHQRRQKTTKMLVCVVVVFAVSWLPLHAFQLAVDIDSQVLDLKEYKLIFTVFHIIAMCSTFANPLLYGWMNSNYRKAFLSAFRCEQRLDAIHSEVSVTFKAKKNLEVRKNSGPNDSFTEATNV
# Yeast growth inh = yeast BB579 growth reduction in restrictive medium | inhibition, % at 10 µM | hit rate 0.51% among 140,000 | S. cerevisiae BB579 growth, OD615, 48 h | AID 804;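 active = inhibition above a set limit, 3 SD over the mean compound inhibition, cut at about 44% in these data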; note: inactives centre near -24
#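 System: Saccharomyces cerevisiae DeaD strain BB579, replicative lifespan model yeast. Buffer or medium: restrictive glucose-based CSMM-D medium. Doses: one dose, 10 µM compound with 0.25% DMSO. Timing: 4 h preincubation and 48 h exposure at 30 °C. Detection: turbidity as optical density at 615 nm. Benchmarks: amphotericin B 10 µg/mL, positive.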
# GALR2 antag = blocks the human galanin receptor 2; O43603; GALR2-expressing cells, antagonist mode; inhibition, % at 4 µM; hit rate 0.39% among 140,000; in the data active = inhibition above about 27%;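 note: cells stimulated with galanin 1-16 at roughly its EC80; 0% = agonist challenge control and 100% = basal control without agonist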
# Target sequence (O43603 whole entry, looked up): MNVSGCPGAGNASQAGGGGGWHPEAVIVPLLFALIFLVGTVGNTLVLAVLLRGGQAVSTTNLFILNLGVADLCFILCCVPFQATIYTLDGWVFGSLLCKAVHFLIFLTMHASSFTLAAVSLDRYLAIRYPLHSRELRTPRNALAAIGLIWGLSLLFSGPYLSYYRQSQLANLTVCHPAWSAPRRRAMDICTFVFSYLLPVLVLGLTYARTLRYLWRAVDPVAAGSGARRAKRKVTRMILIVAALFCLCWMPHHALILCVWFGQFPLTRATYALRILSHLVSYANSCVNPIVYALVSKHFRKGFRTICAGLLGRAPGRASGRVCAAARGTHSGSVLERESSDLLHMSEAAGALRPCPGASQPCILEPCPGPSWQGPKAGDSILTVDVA
# Measles CPE = protection of cells from measles virus | hit rate 1.5% among 140,000 | Measles virus-infected cells, CPE protection, absorbance | protection (pct of control), % at 4 µM | AID 841; in the data active = protection mostly above about 24%, no sharp cut-off; inactive = mostly below about 26%; note: some compounds called inactive have numbers as strong as hits
# MRP-1 activ = activators of MRP-1; AID 799; H69AR cells + doxorubicin, viability rescue, CellTiter-Glo; hit rate 0.61% among 140,000; viability increase, % at 10 µM;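 active = viability gain under doxorubicin at or above a set limit, the compound median plus 3 SD, cut at about 4.7% in these data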;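 note: MRP-1 overexpressing cells given doxorubicin 25 µM after compound pretreatment; 18-22 h compound pretreatment then 72 h with doxorubicin before readout; 0% = doxorubicin-only wells and 100% = vehicle-treated cells without doxorubicin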
# HCT116 PTEN-null = growth suppressors of cells with PTEN tumor suppressor deletion. hit rate 1.2% among 140,000. viability, % at 10 µM. HCT116 PTEN-null viability, CellTiter-Glo, 60 h; stronger effect = lower value;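 active = viability at or below a set limit, 4 SD under the median of all tested compounds, cut at about 3.7% in these data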;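 note: PTEN knockout HCT116 line with beta catenin targeted HCT116 as companion control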
# HCT116 bCat-KO = beta-catenin-lacking colon tumor cell growth suppression. HCT116 beta-catenin knockout viability, CellTiter-Glo, 60 h; stronger effect = lower value. viability, % at 10 µM. hit rate 1.5% among 140,000. AID 818;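 active = viability at or under a set limit, the compound median less 4 SD, cut at about 6% in these data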;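 note: 0% = Hyamine 1622 control at 20 µM and 100% = untreated cell control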
# Yeast life ext = yeast lifespan extension; AID 775; inhibition of the nicotinamide effect, % at 10 µM; S. cerevisiae growth with nicotinamide, OD615; deaD strain in restrictive glucose medium; hit rate 0.68% among 130,000;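 active = inhibition above a set limit, placed 3 SD over the median of all compounds, cut at about 26% in these data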;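 note: 0% = nicotinamide-treated wells and 100% = cells grown without nicotinamide; some compounds called inactive have numbers as strong as hits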
#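 Measured by: optical density (absorbance) at 615 nm; System: modified budding yeast, DeaD strain; Medium: restrictive CSMM-D dextrose medium; Timing: 4 h preincubation then 48 h treatment at 30 °C.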
# E-sel TNF inh = blocks E-selectin expression induced by TNF alpha | HUVEC TNFa-induced E-selectin immunofluorescence, high content | inhibition, % at 2 µM | hit rate 0.71% among 120,000;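 active = inhibition above the batch mean plus 3 SD, and confirmed as a hit on visual image review, cut at about 43% in these data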;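 note: 0% = TNF-stimulated DMSO wells and 100% = unstimulated control wells; not every result past the cut was called active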
# The depositor's hits bear a star; nt = not tested or not shown; & = joins results of further samples.
SMILES,Phagocyt inh,NPY Y2 blocker,Yeast growth inh,GALR2 antag,Measles CPE,MRP-1 activ,HCT116 PTEN-null,HCT116 bCat-KO,Yeast life ext,E-sel TNF inh
Cc1ccc(N(C)C(=O)Oc2ccc(C(=O)c3ccc(Cl)cc3)cc2)cc1,0,-1,-18,-5,14,-0.5,81,80,82*,16
Clc1ccc(C2N3CCCN23)c(Cl)c1 (stereo unspecified),1,2,6,-2,21,0.8,100,104,-10,23
CCCC(C)n1[nH]c(=O)c2c1NC(=O)CSC2c1ccc(OC)cc1 (stereo unspecified),-2,6,-2,11,9,-1.9,93,118,-11,-10
CC(NCc1ccc(Cl)cc1)C(O)c1ccccc1 (stereo unspecified),nt,7,-41,-2,24,-3.6,89,90,-8,9
COC(=O)c1ccc(-n2c(C)nc3ccccc3c2=O)cc1,-1,1,-11,5,5,-1.9,106,104,-12,8
Oc1ccc(Br)cc1CN1CCN(c2ccccc2)CC1,-2,2,-37,-5,4,-0.3,88,90,7,-24
COc1cc(NC(=O)CN2C3CCC2CC(O)(c2cccnc2)C3)cc(OC)c1 (stereo unspecified),nt,2,-33,-15,12,-1.6,93,106,-11,10
COC(=O)C(O)(c1ccc(N(C)C(=O)OC(C)C)cc1)C(F)(F)F (stereo unspecified),-2,0,-19,10,5,0.6,88,91,-6,16
CN(C)c1ccc(/C=C2/C(=O)NC(=O)N(CCc3ccc(F)cc3)C2=O)cc1,-9,0,-25,8,12,-0.6,100,95,22,nt
O=c1[nH]c(=O)n(Cc2ccco2)c(O)c1C=NCCN1CCOCC1,0,2,-37,5,2,-1.2,96,91,-6,nt
CCOC(=O)N(CC)c1ccc(C(O)(C(=O)OCC)C(F)(F)F)cc1 (stereo unspecified),-1,1,-26,16,30,0.1,97,94,-7,-44
Cc1c(C(c2ccc(O)cc2)c2c(O)c3ccccc3oc2=O)c(=O)n(-c2ccccc2)n1C (stereo unspecified),nt,4,-28,8,25,-0.4,102,101,3,nt
CCCN(CC#CCOc1ccc(OC)cc1)CCC,nt,5,-7,7,37*,-3.0,83,72,-9,14
CC(=O)Nc1ccccc1OP1(=O)COc2ccccc2OC1,1,0,3,5,4,-3.8,87,95,0,nt
CS(=O)(=O)N1CCCC(C(=O)N2CCC3(CC2)OCCO3)C1 (stereo unspecified),nt,1,-19,3,2,-1.1,89,95,-3,nt
O=C(C1CC(=O)N(C2CCCCCCC2)C1)N1CCC2(CC1)OCCO2 (stereo unspecified),1,0,-22,1,7,-0.8,96,96,-6,35
OC1/C(=C/c2ccc(F)cc2)N2CCC1CC2 (stereo unspecified),-2,4,-47,10,10,2.9,104,92,5,nt
CN(CC(=O)Nc1ccccc1-c1ccccc1)C1CCCCC1,nt,10,-23,-4,4,-3.7,75,72,nt,-16
Cc1c(C=O)c2ccccc2n1Cc1cccc(F)c1,-5,6,-41,-3,3,-3.3,84,85,-2,-4
Cc1nn(Cc2ccccc2Cl)c(C)c1C(=O)OCC(=O)N1CC(C)OC(C)C1 (stereo unspecified),-7,5,-18,6,18,1.5,93,87,-6,nt
Cc1ccccc1C(=O)NC(Oc1ccccc1)C(Cl)(Cl)Cl (stereo unspecified),-7,3,-57,-5,5,-0.3,90,89,4,19
NCCc1c[nH]c2ccccc12,nt,0,-12,4,13,-0.9,94,91,-2,nt
Cc1cc(NCCN)nc2ccccc12,-1,12,-42,11,1,-0.9,83,84,-7,2
CCc1c(C)nc(N)nc1N1N=C1SCC(N)=O,-1,2,-19,-8,21,-0.3,103,91,3,0
Cc1cc(Cl)ccc1OCCCC(=O)NCc1cccs1,nt,12,-8,4,6,-2.4,72,75,-5,-14

# More records.
SMILES,Phagocyt inh,NPY Y2 blocker,Yeast growth inh,GALR2 antag,Measles CPE,MRP-1 activ,HCT116 PTEN-null,HCT116 bCat-KO,Yeast life ext,E-sel TNF inh
CCC1CCCCN1P(=O)(c1ccc(C)o1)C(C)(C)C (stereo unspecified),0,0,-11,-5,2,-3.0,90,87,-7,nt
CCOc1ccc(-n2c(O)c(C=NCCN3CCNCC3)c(=O)[nH]c2=O)cc1,2,0,-4,-6,12,-0.4,94,100,-11,-2
CCN(C(=O)Oc1ccccc1)c1ccc(C(O)(C(=O)OC)C(F)(F)F)cc1 (stereo unspecified),-12,-2,-6,-1,24,-0.3,103,96,-2,nt
CCN1C(=O)C(=Cc2ccc(C)s2)C(=O)N(CC)C1=S,-3,3,-19,0,4,-2.4,6,32,66*,-6
CCCCn1c(O)c(/C(CC)=N/N2CCCCC2c2cccnc2)c(=O)[nH]c1=S (stereo unspecified),-2,10,-27,-11,13,-1.2,58,59,3,nt
CN(C)C1=NP(N(C)C)(N(C)C)=NC(c2ccccc2)=N1,nt,0,-60,6,7,-1.0,97,90,-5,nt
O=c1[nH]c(=O)n(Cc2ccco2)c(O)c1/C=N/N1CCCCC1,-2,-3,-10,3,18,0.1,101,97,0,-4
CC(=O)c1ccc2c(c1)C1C(Cl)C(Sc3ccccc3[N+](=O)[O-])CC1C(c1ccccc1[N+](=O)[O-])N2 (stereo unspecified),nt,2,-44,-8,9,-3.7,70,78,nt,5
O=P(O)(O)C12CC3CC(CC(C3)C1)C2,-2,-3,-23,2,13,-0.7,104,91,-7,-4
OC12ONC(c3ccccn3)C1N1CCC2CC1 (stereo unspecified),1,9,-2,23,5,-1.7,56,55,10,13
CCOC(=O)c1c(C)n(Cc2ccccc2)c2ccc(OCC(O)Cn3nc(C)cc3C)cc12 (stereo unspecified),nt,10,-28,-1,9,-1.8,66,73,nt,-7
CCC1(c2ccccc2)C(=O)N(COC)C(=O)N(COC)C1=O,-1,1,-57,-3,18,-1.6,98,92,-6,15
Cc1cc(NC(=O)COC(=O)c2c(C)nn(Cc3ccccc3Cl)c2Cl)no1,-2,3,-26,2,7,-2.7,97,82,-11,17
Cc1nnc2ccc(N3CCN(C)CC3)nn12,0,-1,5,-7,16,-0.2,102,101,-4,-9
O=C(Cc1cccs1)N1CCC2(CC1)OCCO2,-1,0,-28,-6,9,-2.5,93,89,-2,-22
Cc1cc(CN(C)C)c(OC(=O)N(C)C)cc1C,-1,2,20,-2,12,0.6,109,92,-2,nt
CCC(COC(=O)c1cc(OC)c(OC)c(OC)c1)(c1ccccc1)N(C)C (stereo unspecified),nt,6,-31,0,16,-2.1,88,88,3,-11
CCSc1nnc([C@@H](N)Cc2ccccc2)o1,-1,1,-59,-2,3,1.0,103,94,-3,11
Cc1cc(C=O)c(C)n1CC1CCCO1 (stereo unspecified),0,3,-28,8,5,-0.5,87&88,101,-8,-3
CN(C)P1(N(C)C)=Nc2c(c(N)nn2C)C(c2ccccc2)=N1,2,6,-3,0,18,-4.0,89,82,-12,-10
C1=C(c2c[nH]c3ccccc23)CCNC1,-1,1,-27,12,3,-2.7,99,93,-7,-41
CCOC(C(=O)OCCCN(CC)CC)(c1ccccc1)c1ccccc1,-3,3,3,4,7,-2.1,61,62,2,9
COC(=O)c1cc2c(s1)=NC=NP=2(N1CCOCC1)N1CCOCC1,0,5,-10,-6,9,1.3,107,96,-13,38
Cc1c(N=Nc2c(O)n(C)c(=O)n(C)c2=O)c(=O)n(-c2ccccc2)n1C,-3,2,-6,-6,10,0.9,79,82,1,nt
CCC(=NCCCN(CC)CC)c1c(O)n(-c2ccccc2)c(=O)[nH]c1=O,0,4,-53,-3,18,-0.4,113,103,-5,18

# Next part:
SMILES,Phagocyt inh,NPY Y2 blocker,Yeast growth inh,GALR2 antag,Measles CPE,MRP-1 activ,HCT116 PTEN-null,HCT116 bCat-KO,Yeast life ext,E-sel TNF inh
CC(C)(C)c1nc(N2CCN(C(=O)c3ccco3)CC2)c2nnn(Cc3ccccc3Cl)c2n1,nt,1,-15,-17,21,-2.3,61,75,-1,nt
CN(C)C1=NC(N(C)C)=NP(N(C)C)(N(C)C)=N1,1,3,-74,11,7,-0.2,115,107,0,6
Nc1ccc(S(=O)(=O)N2CCCCC2c2cccnc2)cc1 (stereo unspecified),0,5,-1,-5,21,-2.0,104,93,-2,12
C=CCn1c(O)c(C(CC)=NC2CC2)c(=O)[nH]c1=O,nt,0,-32,4,3,-0.5,104,91,-10,nt
COc1cc(/C=C(/C)[N+](=O)[O-])ccc1OCc1ccccc1Cl,5,13,-39,4,7,-4.5,1.2*,1.6*,20,nt
Cc1cc2c(C(F)(F)F)cc(=O)oc2c2c1NCCC2,nt,2,-66,13,4,0.5,104,87,-8,nt
Cc1cc(S(=O)(=O)NCc2ccccc2)ccc1OCC(=O)N1CCN(C)CC1,-1,1,-62,-9,9,-0.3,112,100,-2,14
O=S(=O)(c1ccccc1)N1CC1c1ccccc1 (stereo unspecified),-2,-1,-40,7,2,-2.3,80,89,6,nt
O=Cc1cn(Cc2ccccc2[N+](=O)[O-])c2ccccc12,0,5,-24,6,5,-2.8,73,75,2,15
O=C1NC(=O)C(CCc2ccncc2)(Cc2ccc([N+](=O)[O-])cc2)C(=O)N1,-1,2,-29,0,21,-0.5,96,95,2,nt
CC(O)CNc1ccc([N+](=O)[O-])c2cccnc12 (stereo unspecified),-3,3,6,-1,4,-1.9,104,94,-7,nt
COc1ccc(C(=O)N2CCOCC2)cc1S(=O)(=O)N1CCC(C)CC1,0,3,-3,3,11,-0.1,101,96,-12,-2
Cc1cc(S(=O)(=O)NCC(C)C)ccc1OCC(=O)N1CCN(Cc2ccccc2)CC1,2,-4,-21,4,-1,0.7,80,84,-15,-15
COc1ccc(CCN(C)Cc2c(F)cccc2F)cc1OC,0,2,-44,23,2,-0.2,93,79,-10,nt
CCCCCCOC(=O)c1ccccc1N,-2,1,-21,1,22,0.0,98,103,-20,nt
CC1SC2(CN3CCC2CC3)NC1=O (stereo unspecified),1,4,-53,13,29,0.1,107,94,-5,nt
CCOC(=O)c1c(C)c(C(=O)N2CCC3(CC2)OCCO3)c(C)n1CC,0,3,-36,10,4,-2.9,92,113,-4,-65
CN(C)C(=O)Oc1ccc(-c2cn3cc(Cl)ccc3n2)cc1,-2,7,-28,-15,16,-3.1,76,78,-6,nt
Cc1cc(C)c(NC2=NCCCS2)c(C)c1,nt,7,-7,14,9,-2.6,94,82,nt,-15
CCC(=NCc1ccc2c(c1)OCO2)c1c(O)n(C)c(=O)n(C)c1=O,-1,5,-35,1,3,-1.3,77,61,-15,nt
CCN1CCN(C(=O)COc2ccc3c(c2)C(=O)CC2(CCN(C(C)=O)CC2)O3)CC1,2,2,-44,-12,19,-1.3,97,100,-2,nt
CCC(C)N1C(=O)/C(=C\c2ccc(N3CCCCCC3)cc2)C(=O)NC1=S (stereo unspecified),-6,2,-57,-12,12,-3.8,91,89,8,nt
C=CCN1C(=O)/C(=C/c2cc(C)n(-c3ccccn3)c2C)C(=O)NC1=S,-2,0,6,0,4,-3.9,55,63,6,-8

# Source: PubChem (several laboratories)

# A portion of the library; the hit share may differ from the screen's.
